# Assay outcomes as filed in PubChem.
# GCN5L2 inh: blocks human GCN5L2 histone acetyltransferase; Q92830; Potency, µM (highest dose often 58.9 µM), without a hit: at the highest dose activity change, negative = inhibition, actives largely listed as inhibitors; GCN5L2 HAT assay, ThioGlo1 CoA-SH fluorescence; hit rate 0.21% among 390,000; AID 504327
# Target sequence (Q92830 whole entry, looked up): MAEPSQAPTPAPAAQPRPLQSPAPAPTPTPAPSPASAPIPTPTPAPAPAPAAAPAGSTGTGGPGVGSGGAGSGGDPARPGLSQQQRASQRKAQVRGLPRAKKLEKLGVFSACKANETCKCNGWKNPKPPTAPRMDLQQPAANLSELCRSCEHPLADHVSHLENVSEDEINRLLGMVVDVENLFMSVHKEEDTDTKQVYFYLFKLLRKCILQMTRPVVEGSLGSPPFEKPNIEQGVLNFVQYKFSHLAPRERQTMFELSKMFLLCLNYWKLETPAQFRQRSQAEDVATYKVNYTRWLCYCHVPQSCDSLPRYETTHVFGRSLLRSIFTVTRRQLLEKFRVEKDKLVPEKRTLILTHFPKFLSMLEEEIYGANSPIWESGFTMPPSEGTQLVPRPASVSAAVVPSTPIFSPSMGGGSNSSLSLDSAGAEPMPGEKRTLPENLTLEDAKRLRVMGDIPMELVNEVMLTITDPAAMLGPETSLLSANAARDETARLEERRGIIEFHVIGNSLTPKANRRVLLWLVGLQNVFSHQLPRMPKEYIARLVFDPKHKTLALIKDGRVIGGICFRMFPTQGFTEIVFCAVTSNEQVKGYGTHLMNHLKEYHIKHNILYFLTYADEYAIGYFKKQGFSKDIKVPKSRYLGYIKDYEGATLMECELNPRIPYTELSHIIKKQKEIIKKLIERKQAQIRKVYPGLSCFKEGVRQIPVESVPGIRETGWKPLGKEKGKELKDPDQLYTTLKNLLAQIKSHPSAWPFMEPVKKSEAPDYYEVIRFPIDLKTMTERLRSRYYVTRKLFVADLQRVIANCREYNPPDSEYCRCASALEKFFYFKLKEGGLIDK
#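 Enzyme at 20nM final was mixed with library compounds for 15 min at room temperature. Peptide H3(1-25) at 75uM, acetyl-CoA at 70uM and ThioGlo1 at 50uM were then added. Plates were read immediately and after 20 min (Ex340nm/Em540nm).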
# DT40 TDP1 CPT: DT40-hTDP1 cell growth loss with CPT | hit rate 12% among 420,000 | AID 686979 | chicken DT40 Tdp1-/-;hTDP1 cells + 20 nM CPT, ATP luminescence, 48 h | Potency, µM (series often up to 46.2 µM), without a hit: top-dose activity change, negative = growth inhibition, usual class: inhibitors; note: nearly all actives have a fitted effect of over 55% in size
#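 Chicken DT40 Tdp1-/- cells complemented with human TDP1, 400 cells/well, exposed to compounds plus 20 nM camptothecin for at least 48 h at 37 C; viability read as ATP content by CellTiter-Glo luminescence.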
# TDP1 cell noCPT: qHTS for Inhibitors of human tyrosyl-DNA phosphodiesterase 1 (TDP1): qHTS in cells in absence of CPT | DT40 Tdp1-/- hTDP1 cells, no CPT, ATP luminescence, 48 h | Potency, µM (doses to about 46.2 µM), for inactives: at the highest dose activity change, negative = growth inhibition, usual class: inhibitors | hit rate 15% among 420,000 | AID 686978, 2013; note: nearly all actives have a fitted effect of over 55% in size
#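 Growth kinetics read by CellTiter-Glo luminescence after ≥48 hr at 37 °C. Cells: DT40 Tdp1-/- stably carrying human TDP1, 400 per well, compound exposure in the absence of CPT (DMSO vehicle).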
# Active calls of the source: *; ? = inconclusive; · = no result given; & = joins results of further samples; [ ] = dose if it differs, or a comment. Calls come from the whole dose curve; as a rule, active = well fitted curve in the direction sought with a large enough effect; inconclusive = small, poorly fitted or top-dose-only effect, or another doubt; inactive = no such curve, though single readings can be large; an effect the other way counts as inactive or inconclusive. % is set by controls: 0 for no effect and ±100 for the full control effect; potency is the fitted concentration of half-maximal effect. Only part of the results is shown; count on the stated rates, not on these rows.
SMILES,GCN5L2 inh,DT40 TDP1 CPT,TDP1 cell noCPT
C=CCN1C(=O)C(Cc2ccc(OC)cc2)SC1=Nc1ccc(C(=O)O)cc1 (centres undefined),2%,-13%,-6%
COc1ccc(NC(=O)c2ccco2)cc1NC(=O)c1cc(Cl)ccc1OC,-1%,-11%,-24%
CCCCNCc1cc(Br)c(OCC(=O)NCc2ccccc2)c(OC)c1,-4%,-19%,?
COc1ccc(CN2CCC(n3nccc3NC(=O)C3CCCC3)CC2)c(OC)c1,-4%,?,?
CCC(CC)C(=O)Nc1cccc(C(=O)N2CCOCC2)c1,-13%,0%,-8%
COC(=O)c1cc(=O)nc2scc(C)n12,-3%,-15%,-1%
COc1ccc2oc(N)c(C=O)c(=O)c2c1,3%,0%,0%
CC(c1ccccc1)n1cc(C(=O)NCCN2CCOCC2)nn1 (centres undefined),-1%,-3%,-5%
Cc1c(Cl)cccc1N1CC(C(=O)Nc2nccs2)CC1=O (centres undefined),-3%,1%,-9%
Cc1[nH]c2ccccc2c1N=Nc1cccc(C(=O)O)c1,1%,-6%,?
CC(=O)Nc1ccc(CNc2nc(NCC3CC3)nc3ccsc23)cc1,·,18µM*,?
CCOc1ccc(-c2noc([C@@H]3O[C@H](CO)[C@@H](O)[C@H]3O)n2)cc1,·,?,?
CC1=CC(c2ccccc2)n2nc(NS(=O)(=O)c3ccc(C)cc3)nc2N1 (centres undefined),-2%,-4%,-4%
CC(=O)Nc1ccccc1S(=O)(=O)CC1CC1(Cl)Cl (centres undefined),5%,-11%,16%
O=C(NC1(C(F)(F)F)C(=O)Nc2c1c(=O)[nH]c(=O)n2-c1ccc(F)cc1)c1ccccc1 (centres undefined),-7%,-15%,-23%
CC(C(=O)N1CCN(C)CC1)N1C(=O)c2ccccc2C1=O (centres undefined),-4%,-6%,-14%
COc1ccc(C(=O)NCC(c2ccc3c(c2)OCO3)N2CCN(C)CC2)cc1OC (centres undefined),-3%,-13%,-10%
Cc1c(NC(=O)CN2C(=O)NC3(CCCC3)C2=O)c(=O)n(-c2ccccc2)n1C,-3%,10%,1%
Cc1cc(C)c(S(=O)(=O)N2CCN(C(=O)C3CC3)CC2)c(C)c1,0%,-18%,-24%
CCN(c1ccccc1)S(=O)(=O)c1cccc(C(=O)NCC(c2cccs2)N(C)C)c1 (centres undefined),-4%,?,21µM*
CCC(C)NC(=O)C(NS(=O)(=O)c1ccc2c(c1)c(=O)n(C)c(=O)n2C)c1ccccc1 (centres undefined),-12%,0%,-22%
CC(C)(C)c1ccc(C(=O)CCCN2CCC(OC(c3ccccc3)c3ccccc3)CC2)cc1,2%&8%,12µM*,6µM*
COc1ccc(CNC(=O)C2CCC(=O)N(CC3CCCCC3)C2)cc1 (centres undefined),-2%,?,6%
CCN(CC)S(=O)(=O)c1cccc(-c2n[nH]c(=S)n2C)c1,-3%,12%,-12%
CCOc1ccc(OCC)c(NC(=O)C2C3C=CC(O3)C2C(=O)NCc2ccco2)c1 (centres undefined),2%,-5%,-7%
Cc1ccc(F)c(NC(=O)c2cncn2-c2ccccc2)c1,-3%,1%,-3%
CCCN(CCC)c1nc(N(CCC)CCC)[nH]c(=O)n1,-7%,23µM*,18µM*
COc1ccc(-n2c(CNC(=O)COc3ccc(Cl)cc3)n[nH]c2=S)cc1,-14%,3%,6%
O=C(C(c1ccccc1)c1ccccc1)N1CC[C@@]2(O)CCCC[C@H]2C1,0%,-6%,?
CS(=O)(=O)N1CCc2cc(S(=O)(=O)Nc3ccc4c(c3)OCCO4)ccc21,-4%,12µM*,8.2µM*
O=C(CSc1ccc2nnc(CCNC(=O)c3ccc(F)cc3)n2n1)NCC1CCCO1 (centres undefined),-4%,8%,9%
O=C(O)COc1ccc2c(c1)OCCO2,3%,-12%,-26%
Clc1ccc2nc(C(Cl)(Cl)Cl)[nH]c2c1,·,0%,3%
Cc1csc(C(=O)O)c1NC(=O)c1ccc(F)cc1,4%,4%,0%
CCOC(=O)CCC(=O)Nc1ccc(S(=O)(=O)N2CCc3ccccc32)cc1,-6%,2%,3%
COc1ccc(CCN(C)S(=O)(=O)c2cn(C)c(=O)n(C)c2=O)cc1OC,-5%,-6%,17%
CCCC(C)NC(=O)Cn1c(=O)c2c(ncn2CCC(C)C)n(Cc2ccccc2)c1=O (centres undefined),-3%,?,?
CCOC(=O)c1ccc(NC2c3ncccc3C(=O)N2Cc2ccc(F)cc2)cc1 (centres undefined),-18%,?,?
Cc1ccc(SC(CC(=O)c2ccc(C)cc2)C(=O)O)cc1 (centres undefined),-4%,?,?
CCOC(=O)C1CCCCN1C(=O)c1oc2c(Cl)cc(C)cc2c1C (centres undefined),-3%,?,?
COc1ccc(C)cc1S(=O)(=O)N(C)CC(=O)N1CCCC1,-5%,-16%,0%
CCOc1ccc(N(C(=O)c2snc(C(N)=O)c2N)C(C(=O)NCC2CCCO2)c2ccco2)cc1 (centres undefined),-6%,?,?
CCN(CCCNC(=O)C1CCN(S(=O)(=O)c2cnc[nH]2)CC1)c1ccccc1,-3%,-22%,-19%
Cn1nc(C(=O)OCC(=O)Nc2ccccc2[N+](=O)[O-])c2ccccc2c1=O,-4%,-1%,23%
Cc1ccc(S(=O)(=O)N(C)Cc2nc(-c3ccncc3)no2)cc1,1%,?,?
COc1ccccc1NC(=O)N1c2ccccc2NC(=O)CC1C (centres undefined),1%,10%,-3%
COc1ccc(-c2csc(NC(=O)CSc3nnc(Nc4ccccc4C)s3)n2)cc1,-2%,6.5µM*,6.5µM*
CCOC(=O)c1ccc(NC(=O)CSc2nc(C)cc(=O)[nH]2)cc1,-21%,-7%,-3%
CCOC(=O)c1sc2ccccc2c1S(=O)(=O)N1CCN(c2cccc(C)c2C)CC1,-7%,?,?
O=C(NN1CCOCC1)c1ccccc1F,-7%,-12%,8%
O=C(O)CSc1c2c(nc3cc(C(=O)Nc4cccc(C(F)(F)F)c4)ccc13)CCC2,-12%,2%,17%
C=C(C)Cn1c(-c2cccs2)n[nH]c1=S,-4%,-13%,-18%
Cc1ccc(SCC(=O)OCC(=O)NCC2CCCCC2)cc1C,-10%,-3%,-16%
CC1=C([N+](=O)[O-])C(c2ccccc2C(F)(F)F)NC(=O)N1C (centres undefined),0%,-16%,-8%
CN(C)C(=O)C[n+]1cccc(/C=N/O)c1,1%,-6%,-9%
CCOC(=O)COc1ccc(Br)cc1/C=C1\SC(N)=NC1=O,-9%,-4%,?
Cc1ccc(S(=O)(=O)N2CCN(S(C)(=O)=O)C2C)cc1 (centres undefined),-1%,-9%,-13%
Cc1nc(COc2ccc(C(=O)Nc3ccccc3N3CCOCC3)cc2)cs1,2%,?,15µM*
Cc1ccc(-c2noc(-c3cccnc3NCc3ccco3)n2)cc1,-4%,-21%,?
C#CCSc1[nH]c(=O)cc(C)c1C#N,0%,26%,-22%

# Carrying on.
SMILES,GCN5L2 inh,DT40 TDP1 CPT,TDP1 cell noCPT
CCOc1ccc(N2CC(C(=O)Nc3ccccc3F)CC2=O)cc1 (centres undefined),-2%[0.501 µM],-7%,4%
Cc1cc(NC(=O)Cn2c(C)nc3ccccc3c2=O)ccc1Br,0%,?,-5%
CCOC(=O)CC/C(C)=N\N=C1\SC(CC(=O)O)C(=O)N1c1ccccc1 (centres undefined),2%,10%,-7%
Cc1cccc(CSc2ncc(CO)n2C)c1,-8%,-11%,?
CCNC(=S)N1CCN(CC(=O)Nc2ccc(Br)cc2)CC1,-7%,-5%,-33%
COc1ccc(-c2csc3ncnc(N4CCN(S(=O)(=O)c5cccc(F)c5)CC4)c23)cc1,-5%,?,?
S=c1[nH]nc(-c2cccc(Cl)c2)n1/N=C/c1ccc(-c2ccccc2Br)o1,-27%,?,?
CC(=O)N1CN(S(=O)(=O)c2ccc(C)cc2)CC1C (centres undefined),-1%,-6%,2%
CN(CC(=O)Nc1ccc(OC(F)F)cc1)S(=O)(=O)/C=C/c1ccccc1,1%,?,?
CSC1=NCCN1C(=O)C12CC3CC(CC(C3)C1)C2,-2%,?,?
COc1ccc(Cl)cc1C(=O)NCCCSc1ccccc1,-5%,-11%,?
O=C(c1ccco1)N1CCN(C(=O)C2CCN(S(=O)(=O)c3cccs3)CC2)CC1,-9%,-13%,-9%
Nc1ncnc2c1ncn2[C@@H]1O[C@H](CNC(=O)[C@@H](N)Cc2ccc(C(F)(F)F)cc2)[C@@H](O)[C@H]1O,-5%,8%,-3%
CCOC(=O)c1nn(-c2ccc(OC)cc2)c(=O)c2c(N)scc12,?,-1%,-1%
CC(C)c1ccc(OCC(=O)Nc2ccc(S(=O)(=O)Nc3ccccn3)cc2)cc1,1%,-1%,-12%
Cc1ccc(S(=O)(=O)Nc2cc3c4c(c2)CCC(=O)N4CCC3)cc1,-13%,?,21µM*
Cc1ccc(CNC(=O)c2ccc(CSCc3ccc(Cl)cc3)o2)cc1,-6%,?,16µM*
CN(C)C(=O)CN1C(=O)NC(c2ccccc2)(c2ccccc2)C1=O,-2%,-3%,9%
COc1ccc(S(=O)(=O)NC(=O)C2(C)CCN2C(=O)C2(c3ccccc3)CCCC2)cc1 (centres undefined),·,?,?
CC(OC(=O)c1ccccc1)C(=O)NCc1ccco1 (centres undefined),-2%,-1%,8%
CCOC(=O)c1ccc2c(c1)NC(=O)C(N1CCN(c3ccc(OC)cc3)CC1)S2 (centres undefined),2%,?,?
NS(=O)(=O)c1ccc(CNC(=O)/C=C/c2ccc(Cl)c(Cl)c2)cc1,?,-21%,?
CCOC(=O)C[C@H]1c2ccccc2S(=O)(=O)N1c1cccc(OC)c1,·,?,?
O=C(NCC(c1ccco1)S(=O)(=O)c1ccc(Cl)cc1)c1ccc(C(F)(F)F)cc1 (centres undefined),-16%,9.2µM*,12µM*
Cc1ccc(C(=O)Nc2cccnc2)cc1S(=O)(=O)N1CCCCC1,8%,?,?
O=C(CCC(=O)NNC(=O)COc1ccc(Br)cc1Br)NCc1ccccc1,-1%,14%,0%
CCNc1nc(Nc2ccc(C)c(Cl)c2)c2cnn(C)c2n1,-19%,18µM*,1.6µM*
CCc1ccc(N2CC34C=CC(O3)C(C(=O)OC(C)C)C4C2=O)cc1 (centres undefined),0%,1%,-5%
COc1ccc(CC(=O)NCc2ccc3c(c2)CCN3C(C)=O)cc1OC,-12%,12%,-21%
CC(C)Oc1cccc(C(=O)C2CCCN(Cc3cnc(N4CCCC4)s3)C2)c1 (centres undefined),0%,?,?
COc1cccc(C(=O)Nc2cc(OC)ccc2NC(=O)c2ccco2)c1,-9%,-23%,-1%
CN(C)S(=O)(=O)c1ccc2nnn(OCC(=O)NC3CCS(=O)(=O)C3)c2c1 (centres undefined),-1%,9%,6%
CNS(=O)(=O)c1cc(-c2nnc(Nc3ccc(CC(N)=O)cc3)c3ccccc23)ccc1C,-4%,-2%,11%
COc1ccc(NC(C)C(=O)N2CCN(Cc3ccccc3)CC2)cc1 (centres undefined),-4%,-19%,17%
COc1ccc(N2CCN(c3c4c(nc5nncn35)CCC4)CC2)cc1,-7%,8.2µM*,8.2µM*
